Source: PubChem
GLS inh: glutaminase GLS (human) inhibition; Potency, µM (top dose mostly 45.5 µM), without a hit: top-dose activity change, negative = inhibition, actives largely listed as inhibitors; 410,000 compounds, 0.21% hits; GLS enzymatic activity, qHTS titration; further: potency means the concentration at half of the fitted maximal effect; on the % scale 0 is the no-effect control and ±100 the full control effect
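hKGA; 45 mM KH2PO4 pH 8.2 + 0.02% Tween-20; cpd via pin tool; 1 mM Gln soln; GluOx/HRP/Amplex Red; RT 30 min; fluor. t0 & final.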
HP1b binding inh: HP1-beta chromodomain-methylated histone interaction inhibition | P83916 | AlphaScreen HP1-beta / biotin-H3K9me3 peptide binding | Potency, µM (series often up to 114 µM), for the others: top-dose activity change, negative = inhibition, actives largely listed as inhibitors | 390,000 compounds, 0.56% hits; further: potency means the concentration at half of the fitted maximal effect; nearly all actives have a fitted effect of over 70% in size; inactives centre near 23
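AlphaScreen: HP1-beta (50 nM) preformed 30 min with biotin-H3(1-18)K9me3 peptide (50 nM) in PBS pH 7.4, 0.01% Tween-20. Compound added for 30 min at RT, then streptavidin donor/nickel chelate acceptor beads (10 ug/mL) for 30 min.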
Pin1 inhibitor: inhibitors of human Pin1 | Q13526 | Pin1 FP peptide displacement, HiFluor488, 10 min | Potency, µM (doses to about 115 µM), inactives show at the top dose activity, negative = inhibition, actives largely listed as inhibitors | 390,000 compounds, 0.009% hits | AID 504891; active means well fitted inhibition curve with a large enough effect in the polarisation, with a control signal flat, not every such curve was filed as active; inconclusive means small, poorly fitted or top-dose-only effect, or effect the other way, or a change in a side signal; inactive means no such curve, though single readings can be large or run the other way; the % refers to the polarisation; further: potency means the concentration at half of the fitted maximal effect; on the % scale 0 is the no-effect control and ±100 the full control effect
TrxR1 substrate: rat thioredoxin reductase 1 substrate activity. Potency, µM (series often up to 114 µM), without a hit: at the top dose activity change, negative = substrate turnover. purified TrxR1 substrate turnover, NADPH consumption readout. O89049. 390,000 compounds, 0.01% hits. AID 588456; further: potency means the concentration at half of the fitted maximal effect; on the % scale 0 is the no-effect control and ±100 the full control effect; nearly all actives have a fitted effect of over 50% in size
Target sequence (O89049 whole entry, looked up): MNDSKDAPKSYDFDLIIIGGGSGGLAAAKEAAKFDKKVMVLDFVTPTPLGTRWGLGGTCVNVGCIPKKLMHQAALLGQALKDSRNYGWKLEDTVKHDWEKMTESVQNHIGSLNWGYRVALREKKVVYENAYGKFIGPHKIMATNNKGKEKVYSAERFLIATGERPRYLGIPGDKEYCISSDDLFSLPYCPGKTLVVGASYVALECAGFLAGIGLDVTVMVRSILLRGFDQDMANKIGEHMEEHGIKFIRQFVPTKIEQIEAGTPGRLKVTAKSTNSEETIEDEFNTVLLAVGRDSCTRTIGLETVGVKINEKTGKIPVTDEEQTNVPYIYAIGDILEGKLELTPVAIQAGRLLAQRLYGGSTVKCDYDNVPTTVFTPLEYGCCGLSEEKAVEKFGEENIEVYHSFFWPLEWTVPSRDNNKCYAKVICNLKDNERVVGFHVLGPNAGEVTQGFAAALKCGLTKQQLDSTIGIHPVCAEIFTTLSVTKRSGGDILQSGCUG
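Rat TrxR1, dispensed at 90 nM, was prereduced with 400 uM NADPH (final) for 5 min at ~22 deg C, then incubated with compound 15 min before 400 uM selenite. A first-read NADPH fluorescence drop versus no-compound background flagged substrates.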
TrxR1 inh: inhibitors of rat thioredoxin reductase 1; AID 588453; O89049; recombinant rTrxR1, NADPH fluorescence consumption, selenite substrate; 390,000 compounds, 1% hits; Potency, µM (highest dose often 114 µM), for the others: top-dose activity change, negative = inhibition, usual class: inhibitors; further: potency means the concentration at half of the fitted maximal effect; on the % scale 0 is the no-effect control and ±100 the full control effect; nearly all actives have a fitted effect of over 65% in size
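Rat TrxR1 (90 nM in the dispensed reagent) was pre-reduced with 400 uM NADPH for 5 min at room temperature, then incubated with compound for 15 min. After 400 uM selenite was added, NADPH fluorescence (Ex 340/Em 450 nm) was followed for 8 min.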
mIDH1 inhibitor: human IDH1 R132H inhibition. IDH1-R132H enzyme, NADPH consumption, diaphorase/resazurin fluorescence. Potency, µM (doses to about 76.6 µM), inactives show at the highest dose activity change, negative = inhibition, most hits filed as inhibitors. 390,000 compounds, 0.093% hits. AID 602179; further: potency means the concentration at half of the fitted maximal effect; on the % scale 0 is the no-effect control and ±100 the full control effect; nearly all actives have a fitted effect of over 65% in size
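IDH1-R132H (0.5 ug/mL) preincubated 30 min with compound, then NADPH (0.016 mM) and alpha-KG (2 mM) added; 80 min at RT, pH 7.5. Remaining NADPH coupled via diaphorase/resazurin to fluorescence (540/590 nm); concentration-response curves normalized to no-enzyme control.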
PI4K2A inh: blocks human PI4K2A kinase activity; Q9BTU6; purified PI4K2A, ADP-Glo luminescence, 1 h; stronger effect = lower value; activity change, negative = inhibition, % at 76.9 µM; 420,000 compounds, 0.13% hits; in the data active means activity change below about -50%; inconclusive means mostly about -30% to -49%;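 further: -100% = wells without enzyme as full effect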
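PI4K2A activity was measured by ADP-Glo luminescence: enzyme (4 ug/mL stock) and phosphatidylinositol (1.2 mM stock) in Tris pH 7.5/MgCl2/EGTA/Triton X-100 buffer were reacted with ATP (300 microM stock) for one hour at ambient temperature.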
USP1-UAF1 inh: USP1/UAF1 (human) deubiquitinase inhibition | recombinant USP1/UAF1, Ub-Rhodamine cleavage fluorescence | Potency, µM (highest dose often 57.1 µM), for inactives: at the top dose activity change, negative = inhibition, actives largely listed as inhibitors | 390,000 compounds, 0.23% hits | AID 743255; further: potency means the concentration at half of the fitted maximal effect; on the % scale 0 is the no-effect control and ±100 the full control effect; nearly all actives have a fitted effect of over 60% in size; inactives centre near -12
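USP1/UAF1 complex (1 nM) preincubated 15 min at room temperature with compound, then Ub-Rho substrate (150 nM final) added. Kinetic fluorescence at 480/540 nm over 6 reads at 60 s intervals; 50 mM HEPES pH 7.8, 0.5 mM EDTA, 0.1 mg/ml BSA, 1 mM TCEP, 0.01% Tween-20.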
PGK inhibitor: inhibitors of T. brucei phosphoglycerate kinase. P07378. PGK/GAPDH coupled, Kinase-Glo luminescence, 60 min. Potency, µM (titrated, usually from 57.5 µM), inactives show top-dose activity change, negative = inhibition, most hits filed as inhibitors. 380,000 compounds, 0.043% hits. AID 602233; further: potency means the concentration at half of the fitted maximal effect; on the % scale 0 is the no-effect control and ±100 the full control effect; nearly all actives have a fitted effect of over 60% in size
Target sequence (P07378 whole entry, looked up): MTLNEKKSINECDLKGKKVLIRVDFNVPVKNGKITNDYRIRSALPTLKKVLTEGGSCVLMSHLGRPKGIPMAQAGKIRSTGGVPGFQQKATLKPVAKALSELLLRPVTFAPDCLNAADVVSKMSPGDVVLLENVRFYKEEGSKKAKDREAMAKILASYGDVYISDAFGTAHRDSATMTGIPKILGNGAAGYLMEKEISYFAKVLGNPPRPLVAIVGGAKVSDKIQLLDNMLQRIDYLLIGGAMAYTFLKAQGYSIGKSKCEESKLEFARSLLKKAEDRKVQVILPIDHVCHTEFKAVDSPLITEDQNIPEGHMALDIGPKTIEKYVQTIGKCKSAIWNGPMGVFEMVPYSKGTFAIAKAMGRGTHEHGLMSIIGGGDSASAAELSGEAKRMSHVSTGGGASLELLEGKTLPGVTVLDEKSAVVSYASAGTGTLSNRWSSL
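Luminescent ATP detection (Kinase-Glo Plus) follows a 60-minute room-temperature incubation, with wells lacking PGK as controls. Buffer: 100 mM TEA (pH 7.6), 5 mM MgCl2, 0.01% Tween-20. Coupling enzyme GAPDH (100 nM final) supplies unstable 1,3-BPG in-well.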
* = called active by the depositor; i = inactive; u = inconclusive; x = no result given; [ ] = dose if it differs, or a comment. Unless noted, the call rests on the fitted dose curve; in most records, active means well fitted curve in the direction sought with a large enough effect; inconclusive means small, poorly fitted or top-dose-only effect, or another doubt; inactive means no such curve, though single readings can be large; an effect the other way counts as inactive or inconclusive. The list is partial; the hit share may differ from the screen's.

smiles	GLS inh	HP1b binding inh	Pin1 inhibitor	TrxR1 substrate	TrxR1 inh	mIDH1 inhibitor	PI4K2A inh	USP1-UAF1 inh	PGK inhibitor
CC(C)c1ccc(NC(=O)CSc2ncccc2C(=O)Oc2cccc([N+](=O)[O-])c2)cc1	13%	16%[57 µM]	10%	-9%	-5%	1%	-7	-19%	-3%
CC1CCCCN1C(=O)CN1C(=O)CSc2ccc(S(=O)(=O)N3CCOCC3)cc21 (centres undefined)	12%	-21%	-14%	1%[57.1 µM]	15%[57.1 µM]	-8%	-5	-7%	-9%
Cc1cccc(N2C(S)=C(C#N)C(=O)NC2c2ccco2)c1 (centres undefined)	16%	12%	5%	-4%	-35%	u	-15	-17%	1%
COc1ccc(C(=O)NC2CCN(S(=O)(=O)c3ccc(F)cc3)CC2)cc1	-5%	31%	1%	3%	13%	-1%	6	-13%	-3%
O=[N+]([O-])c1cnccc1NC1CCCCC1	1%	16%	-2%	0%	2%	5%	-4	u	-7%
O=C(CSc1nc2ccccc2o1)N1CCCC1	2%	22%	1%	-11%	-1%	1%	-1	1%	-4%
COc1cc2nc(NC(=O)c3ccc(F)cc3Cl)sc(=O)c2cc1OC	3%	-1%	u	-5%	6%	28%	30	-11%	-1%
Clc1nc(Cl)nc(N(c2ccccc2)c2ccccc2)n1	8%	5%	-2%	-6%	-9%	3%	8	-13%	3%
COc1ccc(OC)c(C2C3=C(CC(C)(C)CC3=O)Nc3nnnn32)c1 (centres undefined)	16%	34%	-2%	-7%	-14%	0%	-3	0%	-2%
Cc1ccccc1C1=NC(C(F)(F)F)(C(F)(F)F)c2c(n(C)c(=O)n(C)c2=O)N1	3%	20%	1%	-14%	-14%	5%	5	-2%	-2%
Cc1nc(NC(=O)c2cc3c(s2)CCCCC3)sc1C(=O)N(C)C	-15%	11%	-2%	-9%	-18%	2%	3	-8%	9%
COC(=O)/C(=C\Nc1ccc(Cl)c2ccccc12)c1ncc(C(F)(F)F)cc1Cl	3%	34%	-1%	-3%	-2%	-3%	-2	5%	-1%
Cc1ccc(NC(=O)C2CCN(S(=O)(=O)c3ccc4c(c3)CC(C)N4C(=O)C3CCC3)CC2)nc1 (centres undefined)	20%	10%	8%	5%	37%[activator]	3%	-1	-8%	0%
CCCN(CCC)C(=O)c1cc2c(=O)[nH]c3ccc(C)cc3c2s1	6%	60%[activator]	17%	8%	13%	3%	2	-17%	-1%
CCN(C(=O)CN1CCN(C)CC1)c1cccc2ccccc12	-5%	u	-8%	8%[57.1 µM]	21%[57.1 µM]	1%	5	-18%	-7%
COc1ccc(N2C(=O)CC(Sc3nnc(-c4ccccc4F)n3C)C2=O)cc1 (centres undefined)	8%	-13%	-1%	0%	32µM*	-7%	-3	-15%	0%
CCOC(=O)c1cc(-c2ccc(OC)cc2)nn1-c1ccccc1C(=O)O	11µM*	u	-3%	-1%	13%	-8%	-3	u	u
Cc1ccccc1Cn1nc(C)c(NC(=O)c2noc3c2CCCC3)c1C	4%	35%	3%	-11%	-2%	5%	-7	0%	4%
COc1ccc(/C=N/NC2=NCCCCC2)cc1	-2%	45%[activator]	1%	-11%	-5%	-3%	2	-3%	4%
CCOC(=O)C(=NC(C)(C)C)NNc1cc(Cl)ccc1Cl	17%	-2%	-1%	-7%	-18%	0%	3	-24%	i
CCCCn1cc2c(c1-c1ccc(Cl)cc1)c(=O)n(C)c(=O)n2C	3%	6%	u	25%	21%	-2%	-5	0%	8%
O=C(Nc1cn(-c2ccccc2)nc1-c1ccc(F)cc1)c1ccccc1	2%	26%	1%	-3%	4%	7%	-3	-15%	i
Cc1ccc(C)c(S(=O)(=O)NC(C)CCc2ccccc2)c1 (centres undefined)	5%	x	1%	-4%	4%	16%	7	u	3%
CCCCN1C(=O)c2ccc(C(=O)Nc3cccc(C)c3C)cc2C1=O	0%	34%	2%	0%	-2%	2%	-1	-21%	-2%
Nc1nc(SCC(=O)NNc2c(Cl)cc(Cl)cc2Cl)n[nH]1	36%[activator]	16%	1%	-10%	-16%	2%	-3	-7%	i
COc1ccc2cc(CO)c3cc(OC)c(OC)cc3c2c1	-8%	42%	5%	2%	15%	2%	0	u	-2%
CCCCCCCCSc1n[nH]c(N)n1	25%	41%[activator]	9%	-9%	1%	-14%	-2	0%	2%
c1ccc(C(c2nnnn2C2CCCC2)N2CCN(c3ccccc3)CC2)cc1 (centres undefined)	-8%	24%	4%	6%	16%	18%	-1	-10%	9%
C[C@@]12C(=O)Nc3ccc(F)cc3C(=O)N1[C@H]1c3ccccc3OC[C@@H]1[C@@H]2c1ccccc1	1%	-8%	5%	-9%	4%	12%	0	10%	8%
CC(NC(=O)COC(=O)c1cccnc1Cl)C12CC3CC(CC(C3)C1)C2 (centres undefined)	3%	33%[activator]	-5%	-5%	5%	4%	0	-12%	-1%
O=c1[nH]c(=O)n(CCCc2ccccc2)cc1-c1ccccc1	-6%	30%	-4%	3%[57.1 µM]	2%[11.4 µM]	5%	16	-13%	-5%
O=C(c1cccc(C(F)(F)F)c1)N1CCCC1	-3%	33%[activator]	-7%	10%[57.1 µM]	15%[57.1 µM]	4%	3	-11%	i
CNNC(=S)NCCC1=CCCCC1	22%	54%[activator]	-5%	3%	16%	1%	3	-20%	-2%
O=C(COc1ccccc1)OCC(=O)c1c[nH]c2ccccc12	5%	24%	4%	-4%	7%	2%	1	-3%	-1%
COc1ccc(CNC(=O)CNC(=O)c2ccc(Br)o2)cc1OC	8%	21%	-4%	-3%	16%	-11%	-7	-5%	-2%
Cn1cc(C(=O)NS(=O)(=O)Nc2ccc(Br)cn2)c2ccccc21	-3%	24%	0%	0%	7%	-13%	-3	-4%	6%
O=C(NCCc1ccc(Cl)cc1)c1cccc(S(=O)(=O)N2CCCC2)c1	-7%	x	x	x	x	6%	0	-21%	-1%
Cc1cc(CN2C(=O)c3ccccc3C2=O)on1	1%	26%	14%	-1%[57.1 µM]	2%[57.1 µM]	3%	6	-7%	-2%
O=C(Nc1nc(-c2ccccc2)cs1)c1cccc(S(=O)(=O)N2CCN(Cc3ccccc3)CC2)c1	-2%	11%	24%	17%	25%	4%	-1	-18%	-8%
O=C(CS(=O)(=O)Cc1ccccc1)N1CCN(C(=O)c2ccco2)CC1	0%	36%[activator]	-6%	-2%	-11%	0%	4	-27%	0%
Cc1ccc(NC(=O)c2sc(-n3nc(C)c(Cc4ccc5c(c4)OCO5)c3C)nc2C)cc1C	u	28%	4%	-1%	16%	-6%	-7	-10%	-5%
COc1cccc(CNC(=O)C2CCCN(c3nn4cc(-c5ccc(C)cc5)nc4s3)C2)c1 (centres undefined)	0%	10%	16%	-6%	5%	4%	0	-3%	-6%
NCC(c1ccccc1Cl)c1c[nH]c2ccccc12 (centres undefined)	-16%	8%	3%	-1%	22%	-3%	2	-17%	0%
CCN(CC)c1c([N+](=O)[O-])c(=O)n(CC)c2ccccc12	1%	23%	-4%	-1%	25%	13%	-2	-10%	-5%
COc1ccc2c(c1)[C@H]1[C@H](CO2)[C@H](c2ccccc2)[C@]2(C)C(=O)N(CC3CCCO3)CC(=O)N12 (some centres undefined)	-2%	32%	-3%	-7%[57.1 µM]	5%[57.1 µM]	15%	-1	-25%	-7%
CCN1CCN(C(=O)CSc2cc(=O)n(CC)c3ccccc23)CC1	-9%	70%[activator]	4%	17%[57.1 µM]	14%[57.1 µM]	2%	7	-22%	-2%
O=C(Nc1ccc(NS(=O)(=O)c2ccc([N+](=O)[O-])cc2)cc1)c1ccco1	12%	5%	-8%	-17%	-19%	1%	0	-9%	-8%
COc1ccc(NC(=O)c2sc3nc4c(c(-c5ccc(OC)cc5)c3c2N)C(=O)CC(C)(C)C4)cc1	0%	28%	38%[activator]	3%	22%	x	-6	-7%	x
Cc1cccc(OC(C)C(=O)Nc2nccs2)c1 (centres undefined)	-6%	-2%	-1%	9%	43%[activator]	-10%	-3	-17%	-15%
Cc1ccc(C(=O)NCC(=O)OCC(=O)Nc2cc(C)c(C)cc2[N+](=O)[O-])cc1	-4%	-13%	2%	1%	11%	-4%	-2	-11%	-2%
C[C@H]1CN([C@@H](C)CO)S(=O)(=O)c2ccc(C#CC3(O)CCCC3)cc2O[C@@H]1CN(C)C(=O)Cc1cccnc1	14%	x	x	x	x	-12%	6	-11%	4%
CC(=O)NC12CC3CC(C1)CC(C(=O)N1CCN(S(=O)(=O)c4ccccc4[N+](=O)[O-])CC1)(C3)C2	-2%	20%	-1%	1%	8%	-3%	6	-7%	1%
